# Bioassay records: PubChem, National Center for Advancing Translational Sciences (NCATS)
# Glioma ERSR ind: ER stress response induction in glioma. actives 0.02% (n = 420,000). U87-MG GRP78 promoter luciferase reporter, 16 h. Potency, µM, without a hit: at the top dose activation, actives largely listed as activators; further: potency means the concentration at half of the fitted maximal effect; series mostly up to about 76 µM; % of control where 0% means no effect; nearly all actives have a fitted effect of over 35% in size
#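 Stably transfected U87-MG glioma cells carrying a GRP78-based luciferase sensor; 16 h compound incubation. Luminescence end-point read 10 min after Bright-Glo addition at room temperature.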
# Vif-APOBEC3G blk: blocks the Vif interaction with human APOBEC3G; Potency, µM (titrated, usually from 46.1 µM), for the others: at the top dose activity, negative = active, actives largely listed as inhibitors; HeLa A3G-eYFP + Vif (tagged APOBEC3G with the HIV-1 protein that degrades it), YFP fluorescence, overnight; actives 0.076% (n = 410,000);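 further: potency means the concentration at half of the fitted maximal effect; on the % scale 0 is the no-effect control and ±100 the full control effect; nearly all actives have a fitted effect of over 60% in size; hits raise eYFP signal because A3G escapes Vif-driven loss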
# Target sequence (Q9HC16 whole entry, looked up): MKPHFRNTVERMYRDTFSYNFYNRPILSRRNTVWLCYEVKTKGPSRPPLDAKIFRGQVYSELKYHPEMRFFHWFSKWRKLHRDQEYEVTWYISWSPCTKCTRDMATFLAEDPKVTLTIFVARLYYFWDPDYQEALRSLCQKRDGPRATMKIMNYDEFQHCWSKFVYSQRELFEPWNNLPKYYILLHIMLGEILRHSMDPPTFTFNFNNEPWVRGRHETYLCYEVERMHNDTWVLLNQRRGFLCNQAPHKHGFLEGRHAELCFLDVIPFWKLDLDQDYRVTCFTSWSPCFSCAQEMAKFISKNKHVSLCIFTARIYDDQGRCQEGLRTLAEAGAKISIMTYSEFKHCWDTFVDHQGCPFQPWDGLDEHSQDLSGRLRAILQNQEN
#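 HeLa cells stably expressing Vif and C-terminally eYFP-tagged A3G, seeded overnight at 37 deg C, then exposed to compound by pintool overnight at 37 deg C. Rise in yellow fluorescence (Ex 488/Em 500-530, Acumen) marks blocked Vif-driven A3G degradation.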
# RXFP1 antagonist: RXFP1 (human) relaxin receptor antagonism; Q9HBX9; HEK293-RXFP1, relaxin-stimulated cAMP HTRF, 30 min; hits give low values; activity change, negative = inhibition, % at 57.5 µM; actives 0.59% (n = 350,000); AID 1259400;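 active means activity change of -60% or lower, but not beyond a set lower limit; inconclusive means change between -60% and -40%, or beyond the set limit; inactive means change above -40%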; further: on the % scale 0 is the no-effect control and ±100 the full control effect
# D1 antag: human D1 dopamine receptor antagonism. P21728. HEK293 TREx D1 cells, calcium flux, dopamine EC80; hits give low values. activity change, negative = inhibition, % at 10 µM. actives 3.2% (n = 360,000); in the data active means activity change below about -30%; further: on the % scale 0 is the no-effect control and ±100 the full control effect
# Target sequence (P21728 whole entry, looked up): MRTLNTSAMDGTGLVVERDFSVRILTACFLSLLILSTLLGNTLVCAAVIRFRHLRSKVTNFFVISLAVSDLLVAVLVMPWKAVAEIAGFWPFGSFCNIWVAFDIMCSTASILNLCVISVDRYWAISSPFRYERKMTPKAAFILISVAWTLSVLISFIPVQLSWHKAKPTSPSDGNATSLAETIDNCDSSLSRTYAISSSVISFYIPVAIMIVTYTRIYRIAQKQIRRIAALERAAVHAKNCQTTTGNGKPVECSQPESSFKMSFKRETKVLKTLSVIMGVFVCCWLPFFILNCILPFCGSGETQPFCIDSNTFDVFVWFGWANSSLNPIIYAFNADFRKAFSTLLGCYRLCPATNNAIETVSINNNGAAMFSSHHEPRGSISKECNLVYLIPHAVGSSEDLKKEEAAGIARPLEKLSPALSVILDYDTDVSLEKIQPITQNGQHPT
#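 Inducible Hek293 Trex D1 cells (tetracycline, overnight, 30 C). Calcium dye 30–90 min RT. Antagonist mode: EC80 dopamine added after 180 s compound read.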
# RXFP1 ag: RXFP1 (human) receptor agonism; HEK293T-RXFP1 cAMP TR-FRET, 30 min; response scale: percent of porcine relaxin response, buffer zero; Potency, µM (doses to about 57.5 µM), for inactives: at the highest dose activation, actives largely listed as activators; actives 0.3% (n = 370,000); AID 2676; further: potency means the concentration at half of the fitted maximal effect; on the % scale 0 is the no-effect control and ±100 the full control effect; nearly all actives have a fitted effect of over 60% in size; many of its hits are not listed in these tables
#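 HEK293T cells stably expressing RXFP1 were pretreated with the PDE4 inhibitor Ro 20174, exposed to compounds for 30 min at 37C, lysed, and cAMP was read by TR-FRET. Data normalized to buffer (basal) and 29 nM porcine relaxin (100%).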
# Vif-APOBEC3F blk: blocks the Vif interaction with APOBEC3F; HeLa A3F-eYFP + Vif (tagged APOBEC3F with the HIV-1 protein that degrades it), YFP fluorescence increase; Potency, µM (top dose mostly 46.1 µM), inactives show at the highest dose activity, negative = active; actives 0.2% (n = 390,000); further: potency means the concentration at half of the fitted maximal effect; % of control where 0% means no effect; nearly all actives have a fitted effect of over 65% in size
#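 HeLa cells stably expressing Vif plus C-terminally eYFP-tagged A3F were seeded, incubated overnight at 37 deg C, dosed with compound, incubated overnight again at 37 deg C. Yellow fluorescence (Ex 488/Em 500-530) reported blocked Vif-mediated A3F-eYFP degradation.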
# D1 ag: human D1 receptor agonism; P21728; HEK293 T-REx D1 cells, calcium flux, agonist mode; activation, % at 2 µM; actives 1% (n = 360,000); in the data active means activation above about 30%; further: 0% is about no effect
#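 Agonism was scored from calcium flux recorded over 180 s (1 read/s) after pintool compound addition, following a 10-cycle baseline. Cells were inducible force-coupled HEK293 TREx D1, plated overnight at 30 C and loaded with no-wash calcium dye.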
# D2 potentiator: D2 dopamine receptor (human) potentiation; actives 0.34% (n = 340,000); AID 485347; P14416; potentiation, % at 10 µM; HEK293 T-REx D2, calcium flux, EC20 dopamine potentiation;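 active means potentiation over 3 SD above the plate norm, cut at about 30% in these data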; further: 0% is about no effect
#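 Tetracycline-induced HEK293 T-REx cells force-coupled to calcium signalling expressed D2; compounds were pin-added after a 10 s baseline, read kinetically 180 s, then an EC20 dopamine challenge followed with a further 180 s calcium read.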
# D1 potentiator: human D1 dopamine receptor positive modulation; P21728; HEK293 TREx D1 cells, calcium flux, dopamine EC20 potentiation; actives 0.036% (n = 360,000); potentiation, % at 10 µM; in the data active means potentiation above about 30%; further: 0% is about no effect
# An asterisk follows results filed as active; ? = inconclusive; . = not tested or not shown. Unless noted, the call rests on the fitted dose curve; in most records, active means well fitted curve in the direction sought with a large enough effect; inconclusive means small, poorly fitted or top-dose-only effect, or another doubt; inactive means no such curve, though single readings can be large; an effect the other way counts as inactive or inconclusive.
SMILES,Glioma ERSR ind,Vif-APOBEC3G blk,RXFP1 antagonist,D1 antag,RXFP1 ag,Vif-APOBEC3F blk,D1 ag,D2 potentiator,D1 potentiator
O=C1C(C=NCCCN2CCOCC2)=C(O)c2ccccc21,-2%,2%,-4,-37*,0.1%,-3%,2,7,-8
COc1ccc(C2=NOC(C(=O)NCCCN3CCOCC3)C2)cc1 (stereo not given),0%,-1%,23,-23,2.1%,4%,2,4,-1
CCc1cc(C)cc(OCCOc2ccccc2/C=N/NC(C)=O)c1,4%,-18%,-1,-18,-1.3%,-7%,5,-8,-2
O=C(NNC(=O)c1ccc(Cl)cc1Cl)c1ccc2ccccc2c1,-3%,1%,-12,.,.,-29%,.,.,.
CCOc1cccc(/C=N/NC(=O)CC2C(=O)NN=C2C)c1O (stereo not given),-1%,-5%,-20,-26,-0.3%,2%,0,.,-7
S=c1[nH]nc(NCCCN2CCOCC2)s1,-2%,3%,0,-11,0.1%,-5%,4,-4,-1
CC(C)Cc1cc(C(=O)N2CCCC(CCC(=O)N(C)CCc3ccccn3)C2)no1 (stereo not given),-2%,0%,-29,2,-0.2%,8%,2,11,-4
CCCCC(=O)Nc1cc(OCC)c(NC(=O)c2ccccc2[N+](=O)[O-])cc1OCC,-5%,-7%,-12,3,5.9%,-2%,3,1,-1
O=C(CSCc1ccc(F)cc1)NCc1cccs1,-1%,0%,-8,-25,1.0%,-5%,1,.,0
COc1cccc(S(=O)(=O)NCc2ccc(C(=O)N3CCN(c4ccccc4OC)CC3)cc2)c1,.,.,.,-4,-2.7%,.,19,-24,2
COc1ccc(NC(=O)C2CCC(N3C(=O)C4C5C=CC(C5)C4C3=O)CC2)cc1 (stereo not given),-6%,3%,-8,.,2.9%,-7%,4,13,-4
Nc1nnnn1/N=C/c1cc(Cl)cc(Cl)c1O,-3%,-14%,-1,-4,10%,?,126*,-5,2
N=C(N)Sc1nc(N2CCCCC2)nc(N2CCCCC2)n1,-5%,0%,-3,2,1.2%,0%,1,15,2
CSc1ccc(/C=C(/NC(=O)c2ccco2)C(=O)N2CCOCC2)cc1,-7%,0%,1,-3,0.5%,1%,5,-3,-8
O=C(N/N=C/c1cccc2ccccc12)c1n[nH]c2c1CCCC2,0%,?,14,18,-0.4%,-2%,4,-8,7
O=C(COC(=O)c1cc(Cl)ccc1[N+](=O)[O-])Nc1cccc2ccccc12,-1%,-1%,19,-4,-0.2%,-19%,0,-4,-1
O=C(C1CCCN(S(=O)(=O)c2cccs2)C1)N1CCN(C2CCCCC2)CC1 (stereo not given),-4%,3%,-10,-8,1.4%,6%,3,-5,15
CCn1c(COC(=O)CNC(=O)c2cc(OC)c(OC)c(OC)c2)nc2cc(S(=O)(=O)N(C)C)ccc21,-3%,0%,-10,3,-0.6%,6%,2,2,-5
C=CCN(Cc1cccc(OC)c1OC)C(=O)Oc1ccccc1,-6%,-4%,-3,-3,0.6%,1%,1,-6,-8
CCCSc1nnc(NC(=O)c2ccco2)s1,4%,2%,12,2,4.5%,9%,3,6,3
COc1cc(COCC(O)CN2C(C)CCCC2C)cc(OC)c1OC (stereo not given),-5%,1%,-5,-7,0.5%,2%,-4,-2,-1
N#C/C(=C/c1ccc(O)c([N+](=O)[O-])c1)C(=O)Nc1ccccc1,2%,?,-3,5,3.1%,4%,4,0,-3
CCOC(=O)C1=C(c2ccccc2)NC(SCC(=O)Nc2ccc(C)cc2)=C(C#N)C1c1ccco1 (stereo not given),-5%,-3%,-5,3,0.4%,1%,16,13,-1
Cc1ccc(S(=O)(=O)N2C[C@]3(O)C[C@@H]4C(=O)N(c5ccccc5)C(=O)[C@@H]4C[C@]3(OC(=O)Nc3c(C)noc3C)C2)cc1,-4%,1%,1,.,.,-15%,.,.,.
CCCCC1(C2CCCC2)NC(=O)NC1=O (stereo not given),-3%,-1%,4,.,.,-1%,.,.,.

# Continued:
SMILES,Glioma ERSR ind,Vif-APOBEC3G blk,RXFP1 antagonist,D1 antag,RXFP1 ag,Vif-APOBEC3F blk,D1 ag,D2 potentiator,D1 potentiator
CCN(C(=O)c1cc2ccccc2o1)C12CC3CC(CC(C3)C1)C2,.,.,.,-12,0.4%,.,4,-5,-2
Cc1ccc2c(C(=O)CN3CCSCC3)c(C)[nH]c2c1,-2%,-1%,-6,-44*,-1.5%,4%,2,-11,0
Cc1ccc(CC(=O)Nc2ccc(C(=O)N3CCOCC3)cc2)cc1,-4%,2%,-5,-5,0.4%,1%,3,-8,-4
Cc1ccc(NC2(c3nnnn3-c3c(C)cccc3C)CCCCC2)cc1,-2%,-12%,-32,-6,-0.2%,-6%,1,-2,20
O=C(c1cc2cc([N+](=O)[O-])ccc2s1)N1CCCCC1,4%,5%,13,-19,5.1%,-13%,6,.,3
CCN(CC)C(=O)CSC1=Nc2ccccc2C2=NC(c3ccccc3)C(=O)N12 (stereo not given),-8%,0%,-1,1,1.2%,-10%,-1,16,9
COCc1cc(C)nc(SCC(=O)Nc2nc(C)cs2)c1C#N,-13%,6%,-9,16,-0.7%,-3%,8,-1,-5
CCc1c(C)nc2ncnn2c1N1CCCC(C(=O)Nc2ccc(NC(C)=O)cc2)C1 (stereo not given),-2%,-3%,.,9,8.2%,4%,2,24,-9
CN(C)CCNc1cc(-c2ccncc2)nc2ccccc12,-3%,3%,2,-1,1.9%,12%,2,10,1
CCN(CC)C(=O)C(=O)Nc1cc(C(F)(F)F)ccc1Cl,-1%,-1%,7,-7,2.0%,-5%,0,-4,-4
C[C@@H]1CN([C@H](C)CO)C(=O)CCCn2nncc2CO[C@@H]1CN(C)C(=O)Nc1ccc(N2CCCCC2)cc1,-3%,0%,8,.,.,-8%,.,.,.
Nc1cc(N)nc(SCC(=O)NCC2CCCO2)n1 (stereo not given),-4%,3%,3,11,0.3%,-2%,3,9,3
COCC(=O)N1CCC(Oc2ccc(C(=O)NCCc3ncccc3C)cc2)CC1,1%,0%,-20,11,-0.4%,-10%,1,2,-1
CCCC/C=C/C(NC(=O)CCc1ccccc1)c1ccccc1 (stereo not given),-2%,-8%,.,-25,0.5%,6%,1,-4,-6
Cc1nc(Cl)sc1C(=O)Nc1ccc(C(C)(C)C)cc1,5%,-7%,?,-3,6.8%,1%,4,1,-4
CN1C(=O)NC(c2ccccc2[N+](=O)[O-])C2=C1CCCC2=O (stereo not given),-2%,0%,-1,0,-2.7%,-7%,2,-5,-3
Cn1c(SCC(=O)Nc2ccc3c(c2)OCCO3)nnc1-c1ccccn1,0%,0%,7,-9,0.5%,-2%,-1,6,1
CCN(C(=O)COC(=O)CNC(=O)c1ccc(C)c(C)c1)C1CCS(=O)(=O)C1 (stereo not given),0%,5%,1,1,-1.3%,2%,3,-8,-1
CCC(CC)C(=O)c1c[nH]c(C(=O)O)c1,-1%,0%,2,-9,3.1%,-8%,2,-4,-6
NC(=O)C1CCN(C(=O)COc2ccc3c(c2)oc(=O)c2ccccc23)CC1,7%,2%,.,-5,5.6%,11%,0,0,5
O=C1CC(c2cc([N+](=O)[O-])ccc2Cl)c2c(ccc3ccccc23)N1 (stereo not given),3%,?,.,11,-3.0%,-7%,0,-2,1
O=c1c2cc3c(cc2n(Cc2ccc(Cl)cc2)c(=O)n1Cc1nc(-c2ccccc2)no1)OCO3,-2%,0%,7,-13,3.6%,-7%,1,4,-1
COCCNC(=O)CN1C(=O)CSc2ccc(S(=O)(=O)N3CCOCC3)cc21,-4%,4%,0,2,2.0%,0%,3,7,-6
Cc1cccc(Cc2nnc(CCC(=O)N3CCCCC3c3nccs3)o2)c1 (stereo not given),2%,4%,-26,-6,-4.0%,21%,0,6,-1
CCOC(=O)c1ccccc1NC(=O)c1ccc2c(=O)n3c(nc2c1)CCCCC3,-2%,-2%,.,-1,0.3%,6%,1,1,2

# Two compounds from above with just RXFP1 ag:
molecule | RXFP1 ag
O=C1CC(c2cc([N+](=O)[O-])ccc2Cl)c2c(ccc3ccccc23)N1 (stereo not given) | -3.0%
Cc1nc(Cl)sc1C(=O)Nc1ccc(C(C)(C)C)cc1 | 6.8%

# Continued.
SMILES,Glioma ERSR ind,Vif-APOBEC3G blk,RXFP1 antagonist,D1 antag,RXFP1 ag,Vif-APOBEC3F blk,D1 ag,D2 potentiator,D1 potentiator
Cc1nnc2ccc(-c3ccc(NC(=O)c4ccco4)cc3)nn12,-1%,1%,-4,-14,?,-13%,3,2,-8
CCN(CC)CCN(C(=O)c1cc(Cl)sc1Cl)c1nc2cc3c(cc2s1)OCO3,-1%,-2%,-22,-2,2.9%,6%,1,9,3
C#CCOCCOCCOCCNc1nc(N2CCN(C(=O)Cn3cc(CCCN=C(N)N)nn3)CC2)nc(N2CCN(C(=O)[C@H](CCCCN)n3cc(CCC(=O)O)nn3)CC2)n1,-5%,0%,.,-12,-1.0%,2%,1,-14,-2
c1ccc(-c2ccc(C3=Nn4c(nnc4-c4cccs4)SC3)cc2)cc1,0%,-1%,-12,2,3.6%,-11%,7,-4,-3
Cc1cc(C)nc(NC2=NCC(=O)N2c2ccc(Cl)cc2)n1,-3%,0%,-4,0,0.4%,0%,0,.,-1
Cc1cccnc1NC(=O)Nc1ccccc1,6%,3%,11,4,1.7%,7%,1,.,-2
Cn1c(Cc2ccccc2)nnc1SCc1cc(=O)n2ccsc2n1,-2%,0%,7,2,7.1%,-5%,0,-2,-1
COc1ccccc1C(=O)C1CCCN(C(=O)c2ccccc2Cl)C1 (stereo not given),-1%,7%,-4,-2,1.8%,-10%,4,5,0
COc1ccc(S(=O)(=O)N2CCOCC2)cc1NC(=O)CSc1nnc(NC2CC2)s1,-3%,0%,2,.,.,-1%,.,.,.

# 3 entries drawn at random from those above, as already listed:
SMILES,Glioma ERSR ind,Vif-APOBEC3G blk,RXFP1 antagonist,D1 antag,RXFP1 ag,Vif-APOBEC3F blk,D1 ag,D2 potentiator,D1 potentiator
CC(C)Cc1cc(C(=O)N2CCCC(CCC(=O)N(C)CCc3ccccn3)C2)no1 (stereo not given),-2%,0%,-29,2,-0.2%,8%,2,11,-4
CCN(C(=O)c1cc2ccccc2o1)C12CC3CC(CC(C3)C1)C2,.,.,.,-12,0.4%,.,4,-5,-2
CCN(CC)C(=O)C(=O)Nc1cc(C(F)(F)F)ccc1Cl,-1%,-1%,7,-7,2.0%,-5%,0,-4,-4

# This is a subset; rates above refer to the full screens.
